KB-3-1 cytotox: kills parental KB-3-1 adenocarcinoma cells | KB-3-1 viability, CellTiter-Glo ATP luminescence, 72 h | Potency, µM (top dose mostly 46.1 µM), without a hit: top-dose activity change, negative = cytotoxic, hits mostly cytotoxic | 400,000 compounds, 1.4% hits; further: potency means the concentration at half of the fitted maximal effect; on the % scale 0 is the no-effect control and ±100 the full control effect; nearly all actives have a fitted effect of over 60% in size
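Viability of parental KB-3-1 cells, measured by CellTiter-Glo luminescence, followed a 72 h incubation at 37 °C with pinned compounds in phenol-red-free DMEM containing 10% FBS.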
MCF10A rereplic: inducers of DNA re-replication in MCF 10A breast cells. MCF 10A DNA re-replication, Hoechst nuclear intensity, 48 h. Potency, µM (top dose mostly 46.1 µM), for the others: top-dose activity, positive = re-replication, hits mostly activators. 350,000 compounds, 2.9% hits. AID 624296; further: potency means the concentration at half of the fitted maximal effect; % of control where 0% means no effect; nearly all actives have a fitted effect of over 50% in size
ATXN2 expr inh: inhibitors of ATXN2 expression; HEK-293 ATXN2-luciferase reporter, luminescence, 24 h; Potency, µM (top dose mostly 57 µM), for inactives: top-dose activity change, negative = inhibition, actives largely listed as inhibitors; 360,000 compounds, 0.72% hits; AID 1745845; further: potency means the concentration at half of the fitted maximal effect; on the % scale 0 is the no-effect control and ±100 the full control effect; nearly all actives have a fitted effect of over 55% in size
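qHTS (up to 57 uM final) was run with 24 h compound exposure of reporter cells at 37 °C. Each well was multiplexed: SteadyGlo luminescence measured ATXN2-luciferase expression after a fluorogenic Gly-Phe-AFC viability readout (25 uM final).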
IL-1B inflam inh: inflammasome signaling inhibition, IL-1 beta readout. THP-1 LPS/ATP IL-1B secretion, AlphaLISA, 16 h; hits give low values. activity change, % at 57.5 µM. AID 743279. 360,000 compounds, 4.7% hits; in the data active means activity change below about -50%; inconclusive means mostly about -30% to -49%; further: on the % scale 0 is the no-effect control and ±100 the full control effect
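Secreted IL-1B measured by AlphaLISA bead assay after 16 h compound exposure of THP-1 cells; compounds (final up to 57.5 uM) added 1 h before LPS (250 ng/mL) and ATP (1.25 mM) stimulation; lower signal means less secretion.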
HT1080 IDH1KD tx: toxicity to HT-1080 IDH1 knockdown cells (counter line); HT-1080 IDH1 knockdown viability, ATP luminescence, 48 h; AID 686971; 360,000 compounds, 2% hits; Potency, µM (series often up to 46.1 µM), for the others: at the top dose activity, negative = toxicity, usual class: cytotoxic;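 further: potency means the concentration at half of the fitted maximal effect; 0% = DMSO wells and -100% = cell-free medium wells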
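% activity derives from luminescence (CellTiter-Glo), normalised to DMSO and no-cell wells. HT-1080-IDH1KD cells, 750/well, had 48 h compound exposure at 37 °C.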
SW480 rerep: inducers of DNA re-replication in SW480 colon cancer cells; SW480 DNA re-replication, Hoechst DNA content imaging, 48 h; Potency, µM (series often up to 46.1 µM), for inactives: at the highest dose re-replication activation, hits mostly activators; 340,000 compounds, 1.8% hits; further: potency means the concentration at half of the fitted maximal effect; % of control where 0% means no effect; nearly all actives have a fitted effect of over 55% in size
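Treated cells incubate 48 hr (37 C, 5% CO2), are stained 40 min with Hoechst, and nuclear fluorescence is enumerated; a rise in nuclei with high DNA signal marks re-replication.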
HT1080-NT tox: kills 2HG-producing HT-1080-NT fibrosarcoma cells. 360,000 compounds, 1.6% hits. Potency, µM (doses to about 46.1 µM), for the others: at the highest dose activity, negative = less viability, hits mostly cytotoxic. HT-1080-NT fibrosarcoma viability, CellTiter-Glo ATP luminescence, 48 h;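 further: NT is the 2HG producing partner of a matched IDH1 knockdown line; potency means the concentration at half of the fitted maximal effect; 0% = DMSO-treated cells and -100% = media-only wells without cells; nearly all actives have a fitted effect of over 55% in size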
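Toxicity toward the 2HG-producing NT line was scored as %Activity, normalised to DMSO and no-cell wells, from CellTiter-Glo luminescence after 48 hours' treatment.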
HepG2 viability: kills HepG2 cells in TGF-b inhibitor counter-screen. HepG2 CAGA-GFP viability, ATP luminescence, 18 h. Potency, µM (doses to about 46.1 µM), without a hit: at the highest dose activity change, negative = cytotoxicity, usual class: cytotoxic. 410,000 compounds, 0.76% hits. AID 588856; further: potency means the concentration at half of the fitted maximal effect; some results filed as inactive show a strong effect at the top dose
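CellTiter-Glo luminescence gave cytotoxicity after 18 hours at 37 degrees C. The cells were HepG2 CAGA-GFP in 1% FBS DMEM, stimulated with 500 pg/mL TGF-beta after compound addition. %Activity was normalised to no-cell wells (complete cell-killing) and DMSO (no toxicity), and curves were fitted and classified.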
S2 tox: viability counter-screen for ATXN expression inhibitors; S2 cells (HEK-293 line with an ATXN2-luciferase reporter) viability, CellTiter-Fluor protease fluorescence, 24 h; Potency, µM (titrated, usually from 56.7 µM), actives largely listed as cytotoxic; 400,000 compounds, 0.49% hits; AID 651635; further: potency means the concentration at half of the fitted maximal effect; nearly all actives have a fitted effect of over 40% in size
* marks the source's active call; other numbers are inactive results; i = inactive; ? = inconclusive; · = not tested or not shown; & = joins results of further samples; [ ] = remark or other dose. Unless noted, the call rests on the fitted dose curve; in most records, active means well fitted curve in the direction sought with a large enough effect; inconclusive means small, poorly fitted or top-dose-only effect, or another doubt; inactive means no such curve, though single readings can be large; an effect the other way counts as inactive or inconclusive.

SMILES	KB-3-1 cytotox	MCF10A rereplic	ATXN2 expr inh	IL-1B inflam inh	HT1080 IDH1KD tx	SW480 rerep	HT1080-NT tox	HepG2 viability	S2 tox
Nc1nc(-c2ccccc2)nn1C(=O)Cc1ccccc1	10.4%	-5.1%	0.1%	-13.3	1.8%	0.5%	-3.9%	-8.8%	i
Cc1cccc(OCc2occc2C(=O)Nc2cccc(-n3cnnn3)c2)c1	5.4%	0.6%	-5.1%	58.4	-13.6%	-0.6%	-28.4%	3.0%	i
Cc1csc(Nc2ccc(C(=O)O)cc2)n1	-2.3%	1.3%	·	-3.8	-6.4%	-8.2%	17.0%	6.4%	i
O=C(c1ccco1)N1CCN(C(=O)c2cc3c(s2)-c2ccccc2OC3)CC1	-7.5%	1.2%	8.0%	-2.4	14.5%	-2.9%	20.8%	0.5%	i
Cc1ccc(N(C)S(=O)(=O)c2nnc(NC(=O)c3ccco3)s2)cc1	3.0%	1.8%	5.2%	-9.8	-0.4%	17.2%	0.5%	1.0%&-11.7%	i
O=C(CSCc1ccccc1)Nc1ccccc1	-2.1%	4.3%	54.8%[activator]	0.4	?	-1.3%	19.4%	-9.4%	i
O=C(Nc1ccc2c(c1)OCO2)C1CC(c2c(F)cccc2Cl)=NO1 (configuration not stated)	-7.8%	-9.9%	51.1%[activator]	-1.2	4.4%	14.6%	4.6%	1.7%	i
CCOc1ccc(-c2nnc(-c3ccco3)o2)cc1	-19.6%	3.5%	-35.8%	-29.5	-3.7%	-10.2%	11.2%	2.4%	i
CN(C(=O)c1cccc(NC(=O)Cc2cccc(NC(=O)C3CCN(C(=O)c4ccccc4)CC3)c2)c1)C1CCCC1	19.7%	?	9.3%	-3.5	0.2%	?	-9.7%	-7.4%	i
Cc1cc(C)cc(OCC(=O)Nc2nc(-c3cccnc3)cs2)c1	-8.7%	-9.7%	?	0.0	6.6%	1.7%	1.1%	-12.0%	i
O=C(Oc1ccc(Cl)cc1)N1CCOCC1	-5.2%	1.2%	-1.4%	-2.8	11.1%	2.3%	15.3%	-2.8%	i
CCCS(=O)(=O)NC(=O)C1(C)CCN(C(=O)c2cccc(OC(F)(F)F)c2)C1 (configuration not stated)	0.0%	·	3.6%	2.4	24.6%	·	8.3%	4.1%	i
COC(=O)C[C@@H]1CC[C@H](NS(=O)(=O)c2ccccc2F)[C@@H](CO)O1	4.4%	·	·	1.1	18.7%	·	4.5%	·	·
Cc1cccc(N2C(=O)CC(Sc3nccc(C)n3)C2=O)c1 (configuration not stated)	4.1%	-3.6%	2.4%	24.5	9.1%	-8.4%[9.22 µM]	17.2%	16.0%	i
COCCN1C(=O)N(c2cccc(C)c2)C(=O)C1CC(=O)Nc1cc(OC)cc(OC)c1 (configuration not stated)	9.5%	2.8%	0.5%	43.2	3.5%	-14.9%	2.6%	-3.1%	i
COc1ccc(-c2nc(CS(=O)(=O)CC(=O)NCCCc3ccccc3)c(C)o2)cc1	1.8%	4.2%	·	1.4	12.6%	-5.9%	-0.7%	-7.2%	?
CCOC(=O)C1=NNC(C(=O)c2ccccc2)C1c1ccc(C)cc1 (configuration not stated)	-0.5%	14.4%	·	7.4	1.1%	-23.6%	9.6%	-23.4%	i
COc1ccc(OC)c(N(C)S(=O)(=O)c2cc3c(cc2C)NC(=O)CO3)c1	4.9%	7.2%	-7.8%	10.1	-0.4%	-3.7%	-9.6%	-30.9%	i
COc1ccc(OC)c(/C=C/C(=O)Nc2ccc(OC)nc2)c1	?	?	-17.7%	0.0	3.6%	8.7%	-1.9%	-18.4%	i
COc1ccc(C(=O)Nc2cccc(-c3nc4ncccc4o3)c2C)cc1	6.7%	-4.9%	-1.9%	-17.7	5.5%	-0.3%	-1.3%	-3.1%	i
CN1/C(=C\C(=O)C[n+]2cccc(Br)c2)C(C)(C)c2ccccc21	?	7.3%	-21.0%	-1.7	-43.1%	1.9%	-27.8%	-26.2%	i
CC(C)[C@H]1COCCS(=O)(=O)N1Cc1ccccc1-c1ccc(C(C)(C)C)cc1	0.0%	-4.9%	-24.5%	-25.6	-19.6%	17.4%	-22.4%	-17.2%	i
CCN1CCN(S(=O)(=O)c2ccc(Cl)c(C(=O)NC3CCC(C)CC3)c2)CC1 (configuration not stated)	-2.3%	8.9%	·	-3.9	-9.1%	4.8%	-9.6%	-30.0%	?
CCC(CC)NCCOC(=O)c1ccc([N+](=O)[O-])cc1	-2.9%	19.9%	·	-18.1	-0.7%	-1.4%	1.5%	-40.6%	i
CCC(CC)C(=O)Nc1cccc(C(=O)Nc2nnc(C)s2)c1	18.5%	-0.3%	-2.0%	6.6	-2.8%	0.1%	0.8%	-10.5%	i

Sorted by count of non-hydrogen atoms (smallest number first): 5 of the compounds above.
SMILES	KB-3-1 cytotox	MCF10A rereplic	ATXN2 expr inh	IL-1B inflam inh	HT1080 IDH1KD tx	SW480 rerep	HT1080-NT tox	HepG2 viability	S2 tox
O=C(Oc1ccc(Cl)cc1)N1CCOCC1	-5.2%	1.2%	-1.4%	-2.8	11.1%	2.3%	15.3%	-2.8%	i
O=C(CSCc1ccccc1)Nc1ccccc1	-2.1%	4.3%	54.8%[activator]	0.4	?	-1.3%	19.4%	-9.4%	i
CCOc1ccc(-c2nnc(-c3ccco3)o2)cc1	-19.6%	3.5%	-35.8%	-29.5	-3.7%	-10.2%	11.2%	2.4%	i
CCC(CC)C(=O)Nc1cccc(C(=O)Nc2nnc(C)s2)c1	18.5%	-0.3%	-2.0%	6.6	-2.8%	0.1%	0.8%	-10.5%	i
COC(=O)C[C@@H]1CC[C@H](NS(=O)(=O)c2ccccc2F)[C@@H](CO)O1	4.4%	·	·	1.1	18.7%	·	4.5%	·	·

Following part:
SMILES	KB-3-1 cytotox	MCF10A rereplic	ATXN2 expr inh	IL-1B inflam inh	HT1080 IDH1KD tx	SW480 rerep	HT1080-NT tox	HepG2 viability	S2 tox
CC(C)OCC1CC(CC(=O)Nc2ccc([N+](=O)[O-])cc2)C(=O)O1 (configuration not stated)	9.8%	-35.9%[inhibitor]	-25.2%	2.4	8.0%	-3.1%	1.5%	0.0%	?
O=C1CN(C(=O)/C=C/c2ccccc2)CCN1	0.9%	-3.1%	7.3%	-5.3	-2.3%	2.5%	-1.5%	4.8%	i
CCOc1ccccc1NC(=O)Cn1c(=O)n(Cc2ccco2)c(=O)c2sc3ccccc3c21	21.3%	·	-2.4%	·	·	·	·	-10.9%	i
C/C(=N/OCc1ccc(Br)cc1)c1ccccn1	-7.3%	6.9%	107.3%[activator]	-13.5	1.5%	-2.2%	-2.8%	-19.8%	i
COc1cc(-c2cc(C(=O)OCC(=O)NC3CC3)c3ccccc3n2)cc(OC)c1OC	-1.2%	-21.5%	-5.8%	-0.5	-11.5%	-8.9%	-10.8%	-8.0%	i
Cc1ccccc1C(=O)Nc1ccccc1C(=O)N/N=C\c1ccco1	0.0%	-4.5%	-1.7%	17.5	0.6%	-8.5%	-2.9%	-18.8%	i
CC(C)(C)c1nc(SCC(=O)NCc2ccco2)c2ccccc2n1	-4.1%	13.7%	1.0%	-0.3	-13.3%	-2.1%	-0.3%	-13.3%	i
COc1ccc(OC)c2c1cc(C(=O)N[C@@H](Cc1ccccc1)C(=O)O)n2C	21.2%	-0.7%	-16.4%	26.1	6.1%	-6.7%	9.2%	0.6%	i
CC(C)Cc1nc(C#N)c(N2CCC(C(N)=O)CC2)o1	6.1%	5.2%	-3.8%	11.3	13.7%	4.7%	2.0%	-2.7%	i
CC(=O)C1=C(C)Nc2ncnn2C1c1ccc(C)cc1 (configuration not stated)	9.7%	10.7%	20.4%	42.6	12.9%	-5.0%	27.6%	2.8%	i
Cc1cc(C)cc(OCC(=O)OCC(=O)NCc2cccs2)c1	25.0%	0.6%	1.8%	0.6	-4.4%	-3.3%	-5.4%	-12.4%	i
CCOC(=O)Cc1csc(NC(=O)CSc2nnc(-c3ccc(F)cc3)o2)n1	-4.6%	?	-9.4%	41.5	28.5%	-2.9%	0.8%	-13.6%	i
COc1ccccc1N1CC(C)(C)C(=O)N(C(=O)c2ccc(C)cc2)C1=S	?	-3.6%	-25.3%	-15.8	-8.4%	-9.9%	-4.7%	-15.0%	?
Cc1ccc2c(c1)c(C1=NC(=S)NC1=O)c(O)n2C	-11.1%	0.1%	-9.0%	-11.5	-4.1%	-11.2%	-7.2%	-1.3%	i
CC(=O)Nc1ccc(Nc2nc3ccccc3n3cnnc23)cc1	11.3%	1.6%	-2.7%	-2.4	5.5%	-1.6%	7.5%	9.2%	i
O=C(CNS(=O)(=O)c1ccc(Br)cc1)N1CCN(c2ccc(F)cc2)CC1	?	0.3%	-36.4%	-12.2	-23.5%	-4.7%	-13.6%	-5.2%	i
Cc1oc(-c2ccccc2F)nc1CS(=O)(=O)CC(=O)NCCCN1CCc2ccccc2C1	-13.1%	17.2%	-4.5%	-11.0	-16.8%	-8.1%	-2.0%	-17.7%	?
CCC(C)(NC(=O)c1ccc(=O)[nH]c1)C(=O)NC1CCCC1 (configuration not stated)	17.2%	-0.2%	1.3%	16.2	8.5%	-11.7%	15.9%	22.7%	i
CCOc1ccc(CN(C)C(=O)c2cc3ccccc3o2)cc1OC	8.8%	3.1%	-23.9%	14.0	-13.0%	-3.6%	-7.0%	-10.3%	i
C=CCNc1cnn(-c2ccc(C)cc2)c(=O)c1Cl	14.0%	-0.3%	5.1%	-16.2	5.1%[9.24 µM]	-7.8%	14.9%	6.1%	i
COc1ccccc1NC(=O)COC(=O)c1ccc2c(=O)n3c(nc2c1)CCC3	-1.1%	·	·	-0.7	6.1%	·	1.3%	4.2%	i
O=C(c1ccco1)N1CCN(C(=O)c2ccc(Cn3cc(Br)cn3)o2)CC1	-3.4%	-1.0%	-10.5%	-26.8	16.9%	-2.7%[9.22 µM]	-0.4%	-90.1%	i
